# STAT3 inh: STAT3 signaling inhibition; U3A cells, IL-6 STAT3-luciferase reporter, luminescence; host cell line lacks STAT1; inhibition, % at 5.5 µM; 0.89% of 190,000 active; AID 862;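 active means inhibition above the mean inhibition across all screened compounds plus 3 SD, cut at about 44% in these data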;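 further: 0% = DMSO only wells and 100% = 100 µM nifuroxazide control wells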
# STAT3 activator: activators of IL-6 induced STAT3 signaling | U3A cells, IL-6 STAT3-luciferase reporter, luminescence; 100% = signal with IL-6 EC80 alone | activation (% of control), % at 5.6 µM | 0.91% of 190,000 active;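 active means activation above the screen-wide mean of compound activation plus 3 SD, cut at about 130% in these data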;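 further: 0% = background luminescence of wells with medium and substrate only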
#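 Test system: human U3A cells carrying STAT3-luciferase construct; control set: IL-6-only wells as 100% reference; timing: compound pre-incubation 1 h before IL-6, then 6 h stimulation at 37 °C; also added: IL-6 stimulus at 33 ng/mL final; evaluation: % activation versus median of IL-6-stimulated wells; detection: reporter luminescence signal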
# APP 5'UTR act: activates APP 5'UTR luciferase reporter. 1% of 190,000 active. activation, % at 2 µM. SH-SY5Y APP 5'UTR luciferase reporter, luminescence; zero percent = DMSO vehicle wells. AID 1276;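 active means activation above a set limit, based on mean plus 3 SD of controls, cut at about 140% in these data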; further: values of inactives mirror those of a sister screen read the other way
# FLuc inh counter: counter-screen for luciferase assay inhibitors: firefly luciferase inhibition; ATPLite firefly luciferase biochemical luminescence, 10 min; P08659; inhibition, % at 10 µM; 1.5% of 200,000 active;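 active means inhibition above about 50% when tested at 10 µM, limit read from the data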
# Target sequence (P08659 whole entry, looked up): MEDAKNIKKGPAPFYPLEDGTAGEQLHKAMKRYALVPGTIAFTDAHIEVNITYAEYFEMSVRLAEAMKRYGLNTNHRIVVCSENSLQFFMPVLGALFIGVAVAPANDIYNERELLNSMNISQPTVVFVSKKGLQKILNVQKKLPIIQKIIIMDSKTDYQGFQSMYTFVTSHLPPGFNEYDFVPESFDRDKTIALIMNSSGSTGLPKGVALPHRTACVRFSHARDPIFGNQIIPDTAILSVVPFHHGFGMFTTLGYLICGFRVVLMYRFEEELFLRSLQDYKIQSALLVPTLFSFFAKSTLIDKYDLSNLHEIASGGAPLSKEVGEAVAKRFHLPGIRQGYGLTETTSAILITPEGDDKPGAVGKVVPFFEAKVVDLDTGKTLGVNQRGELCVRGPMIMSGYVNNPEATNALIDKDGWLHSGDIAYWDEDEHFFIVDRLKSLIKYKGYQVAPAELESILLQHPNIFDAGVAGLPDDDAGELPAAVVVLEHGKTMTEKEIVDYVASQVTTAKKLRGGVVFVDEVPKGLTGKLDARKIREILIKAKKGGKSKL
# APP 5UTR inh: APP translation inhibition | inhibition, % at 2 µM | 0.82% of 190,000 active | AID 1285 | SH-SY5Y APP 5'UTR-luciferase reporter, luminescence;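 active means inhibition above a set limit, derived from the sample mean plus 3 SD, cut at about 45% in these data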; further: values of inactives mirror those of a sister screen read the other way
# RAM network inh: blocks the yeast RAM network; 1.8% of 190,000 active; inhibition, % at 50 µM; AID 868; S. cerevisiae dse1pr::URA3 reporter, 5-FOA growth OD615, 2 d; analog-sensitive cbk1-as2 kinase mutant strain;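 active means inhibition above a set limit, 3 SD over mean compound inhibition, cut at about 8.4% in these data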;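 further: 0% = DMSO-only wells with no growth and 100% = 10 µM 1-NA-PP1 full growth; inhibition rescues growth on 5-FOA so higher OD means more RAM inhibition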
# NF-kB expr up: raises NF-kB expression in human neuronal cells. NF-kB reporter expression; active compounds read high. 1.6% of 190,000 active. fold change at 12.5 µM. AID 1239; in the data active means fold change above about 3.3
# STAT1 inh: STAT1 signaling inhibition. AID 920. inhibition, % at 5.5 µM. 0.35% of 200,000 active. NIH 3T3 STAT1-luciferase reporter, IFN-gamma, luminescence;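 active means inhibition above a set limit, the mean inhibition across all tested compounds plus 3 SD, cut at about 34% in these data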;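 further: 0% = IFN-gamma with DMSO and 100% = IFN-gamma with 300 µM nifuroxazide; values of inactives mirror those of a sister screen read the other way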
# STAT1 act: STAT1 signaling activation. NIH 3T3 STAT1-luciferase reporter, IFN-gamma, luminescence; 100% = IFN-gamma alone, no compound. activation (% of control), % at 5.5 µM. 2.6% of 200,000 active. AID 932;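 active means activation above the screen-wide mean activation plus 3 SD, cut at about 130% in these data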;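 further: raw ratio to IFN-gamma control signal so 100% means no change and 0% no light; values of inactives mirror those of a sister screen read the other way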
# Hsp70 activator: Hsp70 transcriptional activation, primary screen. AID 1203. 0.04% of 200,000 active. activation, % at 10 µM. HeLa Hsp70 promoter luciferase reporter, luminescence; scaled: vehicle 0, proteasome-inhibitor control 100%;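 active means activation above the mean across all tested compounds plus 3 SD, cutoff set per campaign, cut at about 5.5% in these data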;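 further: 100% = MG132 at 30 µM as the positive control and 0% = DMSO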
# * = called active by the depositor; . = no result given.
SMILES,STAT3 inh,STAT3 activator,APP 5'UTR act,FLuc inh counter,APP 5UTR inh,RAM network inh,NF-kB expr up,STAT1 inh,STAT1 act,Hsp70 activator
Cc1ccc(C(=O)N/C(=C/c2ccc(-c3cc(C(F)(F)F)ccc3Cl)o2)C(=O)NCc2cccnc2)cc1,4,103,8,-5,-8,-0.7,0.97,9,91,1.0
COC(=O)[C@H](C)NC(=O)NCc1ccc(F)cc1,2,102,17,-4,-18,0.5,1.4,3,97,-0.1
CC1CCCCN1C(=O)c1ccc(C(=O)N2CCCCC2C)cc1 (stereo unspecified),1,103,-3,-9,3,-0.9,0.93,7,93,-0.1
Cc1cc(C)c(O)c(-c2cc(C(=O)NCc3ccccc3)[nH]n2)c1,19,84,-2,-6,2,2.0,0.95,-6,105,-0.4
Cc1ccc(CN2CCN(/N=C/c3ccc(C)s3)CC2)cc1,0,100,7,-10,-7,1.1,1.1,9,92,-0.2
COC(=O)/C=C1\SC(=NC(=O)c2ccc(C)cc2)NC1=O,8,98,-7,2,8,1.1,1.3,-9,108,-0.2
COC(=O)c1ccc(C(NC(=O)OCc2ccccc2)/C(C)=C/[C@@H](C)C(=O)NCc2ccc(-c3ccccc3)cc2)cc1 (stereo partly specified),-6,103,6,-6,-6,7.3,0.77,0,100,0.0
CN1CCN(NC(=S)NC2CCCC2)CC1,3,100,-4,-4,4,-0.6,1.1,-8,105,0.9
N#Cc1ccc(/C=N/N=C(N)N)cc1,10,96,15,-4,-15,0.0,1.1,-1,101,0.1
CCN(CC)c1nc(-c2ccccc2)cc(C(F)(F)F)c1C#N,1,104,-1,0,1,11*,1.2,5,95,0.1
CCOC(=O)c1ccc(NC(=O)Nc2ccc3c4c(cccc24)C(=O)N3CC)cc1,16,90,-14,-7,14,18*,0.98,5,96,0.1
CC(/C=N/n1c(-c2ccco2)n[nH]c1=S)=C\c1ccco1,-2,105,25,-2,-25,1.7,0.99,3,98,-0.6
COc1cc2cc(C)nc(Cc3cccc4ccccc34)c2cc1OC,0,108,-2,-5,2,-0.3,1.1,4,96,0.0
COc1ccc(CC(=O)Nc2nnc(C(C)C)s2)cc1OC,-4,105,-20,-3,20,-0.4,0.49,6,93,0.1
Cc1nn(CCCNC(=O)C2CCCO2)cc1Br (stereo unspecified),2,101,2,-5,-2,2.3,0.97,-1,101,0.0
C=CCn1c(SCC(=O)Nc2c(C)nn(Cc3ccccc3)c2C)nnc1C(O)c1ccccc1 (stereo unspecified),-2,105,-3,-4,3,1.7,1.3,0,100,0.1
COC(=O)c1c(NC(=O)CN2CCN(c3ccccc3Cl)CC2)sc(C)c1C,-8,110,9,-4,-9,3.8,0.97,3,97,-0.3
CCN(CC(=O)NC)S(=O)(=O)c1ccc(Br)cc1,16,91,-3,-2,3,-0.5,1.3,6,94,-0.2
CCOC(=O)Nc1nc(C)c(C(=O)N(C)C)s1,8,96,14,-7,-14,-0.5,1.1,6,94,-0.2
NC(=O)COc1ccccc1/C=C1/SC(=O)N(CC(=O)N2CCc3ccccc3C2)C1=O,8,100,3,-5,-3,2.6,1.2,-2,102,-0.5
Cc1nc2ccccc2n1CC(=O)OCC(=O)NC1CC1,13,96,29,-8,-29,1.2,1.2,9,90,0.1
CCNC(=O)N1c2ccc(OC)cc2C(C)=CC1(C)C,2,102,-6,-6,6,-1.5,0.9,8,93,-0.3
CN(C)C(=O)CNC(=O)C1CCCCC1,4,100,-20,-6,20,1.1,1.1,-12,111,-0.4
COc1ccccc1C(=O)CSc1cccc[n+]1[O-],5,103,0,1,0,-0.2,0.9,-7,105,0.2
O=C(OC(C(=O)NCc1cccs1)c1ccccn1)c1cccs1 (stereo unspecified),23,86,17,0,-17,0.8,1.1,-1,101,-0.3

# (list continues)
SMILES,STAT3 inh,STAT3 activator,APP 5'UTR act,FLuc inh counter,APP 5UTR inh,RAM network inh,NF-kB expr up,STAT1 inh,STAT1 act,Hsp70 activator
Nc1c(S(=O)(=O)c2cccs2)c2nc3ccccc3nc2n1CCc1ccccc1,29,78,15,-5,-15,4.4,0.87,-1,101,-0.5
O=C(CSc1nnc(-c2ccccc2)o1)n1c2c(c3ccccc31)CCCC2,2,100,0,-6,0,2.0,1.1,0,100,-0.3
CCOC(=O)C(NC(=O)c1ccccc1)=C(C)C,8,98,-2,-4,2,-0.6,1.1,1,99,0.3
Cc1c(Cl)cccc1NC(=O)C1Cc2ccccc2CN1C(=O)c1ccccc1 (stereo unspecified),-10,107,7,3,-7,1.4,1,4,97,-0.4
COC(=O)[C@H](CCSC)NC(=O)Nc1ccc(OC)cc1OC,-2,103,21,-4,-21,0.0,0.94,6,94,0.1
CCOc1ccc(C2C(C#N)=C(N)Oc3cc(C)oc(=O)c32)cc1 (stereo unspecified),-3,104,-2,-7,2,2.8,1.1,-10,108,-0.2
Cn1c(=O)c2c(nc(NCc3ccccc3)n2Cc2ccc(F)cc2)n(C)c1=O,11,98,-5,0,5,1.9,0.53,20,82,-0.3
Cc1nn(C(C)(C)C)c(OC(=O)c2ccc(Br)o2)c1Sc1ccccc1,2,104,-5,-2,5,11*,0.96,-14,113,0.4
Cc1c(C(=O)NCc2ccccn2)sc2nc(-c3ccc(F)cc3)cn12,13,92,9,-3,-9,5.6,1.1,7,94,-0.2
COc1ccc(/C=C(\C#N)C(=O)Nc2cccnc2)cc1,12,92,-22,6,22,0.7,0.98,1,99,-0.3
CCOC(=O)C(Cc1ccccc1)NC(C)=O (stereo unspecified),3,99,-4,-1,4,0.3,1.3,1,99,0.1
CCCCCCC(=O)Nc1nc(C)c(-c2csc(Nc3cc(OC)ccc3OC)n2)s1,1,104,0,-10,0,5.9,0.88,-10,109,-0.4
CC1Cc2ccccc2N1Cc1nc2cc(C(F)(F)F)ccc2c(=O)[nH]1 (stereo unspecified),-16,117,-3,-1,3,1.1,1.2,11,90,0.0
Cc1cc(-c2ccccc2)[nH]c(=O)c1S(=O)(=O)c1ccc(Cl)cc1,1,104,19,1,-19,2.9,1.1,5,95,-0.3
Cc1ccc(-c2nn(-c3ccccc3)cc2/C=C(\C#N)c2cccc(C#N)c2)o1,4,99,20,-3,-20,5.5,1.2,-10,109,-0.4
Cc1ccc(-c2nnn(CC(=O)N(Cc3cccs3)C(C(=O)NC3CCCC3)c3ccco3)n2)o1 (stereo unspecified),-2,105,-8,-3,8,4.9,0.97,-2,102,-0.3
CCc1cccc(CC)c1N(COC)C(=O)Cn1c(C(C)O)nc2ccccc21 (stereo unspecified),5,104,9,1,-9,-1.2,0.78,-3,103,-0.3
COc1ccc(CCNc2ncnc3sccc23)cc1OC,89*,29,28,-4,-28,1.5,0.64,24,77,1.1
Cc1ccc(C)c(C(C)NC(=O)c2ccc(Br)o2)c1 (stereo unspecified),-12,109,12,-1,-12,1.7,1.1,7,94,0.1
O=C(O)C1=C[C@@H](c2ccccc2)C[C@@H](OCc2ccc(CO)cc2)O1,.,.,-6,2,6,1.3,1.1,3,99,-0.1
Cc1ccccc1OCC(=O)NC(=S)Nc1ccc(N2CCCC2)cc1,20,85,19,-5,-19,4.3,0.89,-4,103,0.0
Cn1c(=O)c2c(nc(NCCNC(=O)c3ccco3)n2Cc2ccccc2Cl)n(C)c1=O,3,98,14,-5,-14,-0.3,1,1,99,-0.4
COc1ccc(/C=C2\SC(=N)N(c3ccc(F)cc3)C2=O)cc1,2,104,1,-1,-2,2.0,0.96,-8,107,-0.2
CCc1nnc(NC(=O)C2CC(=O)N(c3ccc(C)cc3)C2)s1 (stereo unspecified),7,99,2,-7,-2,1.0,1.3,11,90,-0.1
CS(=O)(=O)N(CC(=O)Nc1ccc2c(c1)OCO2)c1ccc(Cl)cc1,-2,108,-5,-1,5,0.4,1.6,-4,104,-0.5

# Next compounds.
SMILES,STAT3 inh,STAT3 activator,APP 5'UTR act,FLuc inh counter,APP 5UTR inh,RAM network inh,NF-kB expr up,STAT1 inh,STAT1 act,Hsp70 activator
C=CCN1C(=O)/C(=C\c2ccc(Cl)cc2)N=C1SCC(=O)NCCC,2,104,5,-6,-5,2.2,1.2,-3,103,0.0
C=CCN=C1SC(CC)C(=O)N1S(=O)(=O)c1ccc(C)cc1 (stereo unspecified),6,99,2,-9,-2,-1.1,1.2,-8,107,0.1
Cc1onc(-c2ccccc2Cl)c1C(=O)NCc1cccnc1,3,101,10,-7,-10,1.8,1,1,101,0.2
O=C(Nc1ccc(NC(=O)C23CC4CC(CC(C4)C2)C3)cn1)c1ccco1,-8,108,95,18,-95,5.0,1.8,-93,185*,0.3
CCCN1C(=O)C(NC(C)=O)c2cc(OC)ccc21 (stereo unspecified),6,103,-10,-8,10,0.6,1.2,-5,105,-0.2
Nc1ccc(C23CC4CC(CC(CO)(C4)C2)C3)cc1,8,97,10,2,-10,1.4,0.68,-5,104,0.2
Cc1cc(NC(=O)CSc2nnc(C(C)N(C)C)n2Cc2ccccc2)no1 (stereo unspecified),9,98,4,-10,-4,0.7,0.95,-4,104,-0.3
O=C(C1CCCN(S(=O)(=O)c2cccnc2)C1)N1CCn2c1nc1ccccc12 (stereo unspecified),11,95,8,-3,-8,0.8,1.2,1,99,-0.2
O=S(=O)(c1cccc2cccc(Cl)c12)N1CCCC1,16,93,-23,-3,24,0.6,0.98,-10,108,0.5
COc1ccc(-c2csc(N3CCC(c4ccccc4)C3)n2)cc1 (stereo unspecified),12,90,0,9,0,3.3,1.9,-5,104,-0.3
O=C(O)c1cc(-c2cccs2)nn1-c1ccccc1,-1,103,-4,-9,4,-1.3,1.2,-5,104,-0.2
COc1cc(NC(=O)CCN2CCN(c3ccccc3F)CC2)cc(OC)c1,1,105,4,-13,-4,2.6,0.96,-4,104,-0.3
Fc1ccc(-c2nnc(SCc3ncc(-c4ccccc4)o3)n2CC2CCCO2)cc1 (stereo unspecified),0,106,13,-8,-13,1.6,0.89,-2,102,0.1
COc1ccc(N2CCN(C(=O)CCS(=O)(=O)c3ccc(OC)cc3)CC2)cc1,13,94,-14,-2,14,-0.6,0.88,11,90,0.2
COc1ccc(-c2[nH]ncc2CNC(C)CCn2cccn2)cc1F (stereo unspecified),1,102,-5,-2,5,0.2,1.4,-2,100,-0.3
O=C(NCCC1=CCCCC1)c1ccc(CN2CCOCC2)cc1,-5,106,102,-8,-102,0.7,2.6,-37,134*,0.3
CC(=O)Nc1cc(-c2ccc(F)cc2)[nH]n1,-4,111,-1,0,1,1.5,1.3,-30,128,-0.1
Cc1cccc2cc(COC(=O)C3CCCO3)c(=O)[nH]c12 (stereo unspecified),4,103,-3,4,3,2.2,0.79,0,100,-0.2
COc1ccc(NC(=O)CN(c2cc(C)cc(C)c2)S(=O)(=O)c2c(C)n[nH]c2C)cc1,12,94,-14,-4,14,4.1,0.81,2,98,-0.1

# Full records, looked up by structure.
# COc1ccc(-c2[nH]ncc2CNC(C)CCn2cccn2)cc1F (stereo unspecified) is entered as STAT3 inh: 1; STAT3 activator: 102; APP 5'UTR act: -5; FLuc inh counter: -2; APP 5UTR inh: 5; RAM network inh: 0.2; NF-kB expr up: 1.4; STAT1 inh: -2; STAT1 act: 100; Hsp70 activator: -0.3
# CC(=O)Nc1cc(-c2ccc(F)cc2)[nH]n1 is entered as STAT3 inh: -4; STAT3 activator: 111; APP 5'UTR act: -1; FLuc inh counter: 0; APP 5UTR inh: 1; RAM network inh: 1.5; NF-kB expr up: 1.3; STAT1 inh: -30; STAT1 act: 128; Hsp70 activator: -0.1

# From PubChem BioAssay
